IMPase Li cell: qHTS Assay for Identifying the Cell-Membrane Permeable IMPase Inhibitors: Potentiation with Lithium | CHO-M1 cells, IP1 TR-FRET (IP-One), carbachol + lithium | Potency, µM (doses to about 59.4 µM), for the others: at the highest dose activity, negative = IMPase inhibition, actives largely listed as inhibitors | actives 0.35% (n = 210,000);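 further: IP1 builds up when IMPase is blocked and the TR-FRET signal falls; potency means the concentration at half of the fitted maximal effect; plate controls were basal vehicle for no effect and high inhibitor control for full effect; nearly all actives have a fitted effect of over 50% in size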
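CHO-M1, 2000 cells/well, 16–30 h culture; cpd + low Li+, 30 min 37C; lysis with d2-IP1/Eu-anti-IP1 Ab, 10 min RT; TR-FRET 665/620 ratio and 620 channel; AC50 via Hill.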
HttQ103 aggreg: qHTS Multiplex Assay to Identify Dual Action Probes in a Cell Model of Huntington: Aggregate Formation (GFP) | PC12 HttQ103-GFP aggregates, Acumen cytometry, 40 h | Potency, µM (doses to about 46.1 µM), inactives show top-dose activity change, negative = inhibition, actives largely listed as inhibitors | actives 1.1% (n = 220,000) | AID 1688, 2009; further: potency means the concentration at half of the fitted maximal effect; on the % scale 0 is the no-effect control and ±100 the full control effect; nearly all actives have a fitted effect of over 60% in size
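Using laser scanning cytometry, GFP-positive aggregates were counted after lysis of PC12 cells induced with 100 nM tebufenozide to express HTT exon 1 Q103–GFP. Compounds were tested in titration.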
CBFb-RUNX1 inh: qHTS Assay for Compounds Blocking the Interaction Between CBF-beta and RUNX1 for the Treatment of Acute Myeloid Leukemia | AlphaScreen CBFb-His/RUNX1-biotin binding, biochemical | Runt-related transcription factor 1 (Homo sapiens) + Core-binding factor subunit beta … | AID 1477, 2009 | Potency, µM (doses to about 59.8 µM), inactives show top-dose activity, negative = inhibition, most hits filed as inhibitors | 230,000 tested, under 10 active; further: % of control where 0% means no effect
Target sequence (Q01196 whole entry, looked up): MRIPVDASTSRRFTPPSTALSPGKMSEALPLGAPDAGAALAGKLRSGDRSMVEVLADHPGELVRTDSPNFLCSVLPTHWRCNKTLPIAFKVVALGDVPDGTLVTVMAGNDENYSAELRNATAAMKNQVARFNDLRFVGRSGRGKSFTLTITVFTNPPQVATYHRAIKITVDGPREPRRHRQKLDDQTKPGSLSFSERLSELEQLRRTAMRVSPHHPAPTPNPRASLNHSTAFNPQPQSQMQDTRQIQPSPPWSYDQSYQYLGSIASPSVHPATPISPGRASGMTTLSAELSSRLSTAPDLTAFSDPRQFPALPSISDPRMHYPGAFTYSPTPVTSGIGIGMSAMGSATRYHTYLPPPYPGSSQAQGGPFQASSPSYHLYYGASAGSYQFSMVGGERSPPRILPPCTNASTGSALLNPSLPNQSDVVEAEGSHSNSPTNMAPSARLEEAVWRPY
Target sequence (Q13951 whole entry, looked up): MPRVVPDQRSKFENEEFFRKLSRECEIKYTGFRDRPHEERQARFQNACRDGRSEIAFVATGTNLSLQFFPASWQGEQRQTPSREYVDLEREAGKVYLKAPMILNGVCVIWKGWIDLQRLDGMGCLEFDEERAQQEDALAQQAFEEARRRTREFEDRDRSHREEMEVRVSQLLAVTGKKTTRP
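Compounds were screened at multiple concentrations against a preformed CBF-beta(His)/RUNX1(biotin) complex (30 nM of each) for 15 min at room temperature, followed by 90 min with nickel and streptavidin beads and AlphaScreen reading.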
Luc counter: Counterscreen for Luciferase (Kinase-Glo TM) Inhibition. Luciferin 4-monooxygenase (Photuris pensylvanica), Q27757. Kinase-Glo luciferase, ATP luminescence, 8 min. Potency, µM (series often up to 38.3 µM), without a hit: top-dose activity change, negative = inhibition, most hits filed as inhibitors. actives 0.28% (n = 200,000); further: potency means the concentration at half of the fitted maximal effect; on the % scale 0 is the no-effect control and ±100 the full control effect; nearly all actives have a fitted effect of over 60% in size
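Luminescence was the read-out, taken after 8-minute incubation at ambient temperature. Luciferase turned over luciferin with 10 uM ATP in imidazole pH 7.2 buffer containing KCl, MgCl2, Tween 20 and BSA.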
HTT cytoprotect: qHTS Multiplex Assay to Identify Dual Action Probes in a Cell Model of Huntington: Cytoprotection (ATP); PC12 HTT-Q103 induced, cytoprotection, ATP luminescence, 40 h; Potency, µM (top dose mostly 56.4 µM), inactives show cytoprotection (ATP increase), most hits filed as activators; actives 0.14% (n = 230,000);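 further: potency means the concentration at half of the fitted maximal effect; % of control where 0% means no effect; nearly all actives have a fitted effect of over 45% in size; toxic huntingtin expression switched on by the ecdysone agonist tebufenozide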
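Compounds added alongside 100 nM tebufenozide, which induces toxic Q103 huntingtin exon 1-GFP in stable PC12 cells; surviving cells quantified by luminescent ATP measurement. Medium: phenol red-free DMEM, 5% equine and 5% calf serum.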
LMNA splice mod: qHTS Assay for Modulators of Lamin A Splicing. actives 0.01% (n = 200,000). Potency, µM (highest dose often 46.1 µM), inactives show top-dose ratio change, negative = inhibition, most hits filed as inhibitors. AID 1487, 2009. HeLa LMNA splicing GFP/RFP minigene ratio, 48 h; active means well fitted inhibition curve with a large enough effect in the signal ratio, with a control signal flat, not every such curve was filed as active; inconclusive means small, poorly fitted or top-dose-only effect, or effect the other way, or a change in a side signal; the % refers to the signal ratio; further: potency means the concentration at half of the fitted maximal effect; on the % scale 0 is the no-effect control and ±100 the full control effect
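Read-out is the ratio of GFP to DsRed2 object intensity, acquired by 488 nm laser-scanning cytometry on HeLa lamin A-EGFP minigene reporter cells. Compound incubation 48 hrs at 37 °C in Opti-MEM with 2% FBS; DMSO 0.5% final.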
SMN2 splice enh: qHTS Assay for Enhancers of SMN2 Splice Variant Expression | HEK293 SMN2-luciferase splicing reporter, luminescence, 30-36 h | actives 2.8% (n = 210,000) | Potency, µM (series often up to 46.1 µM), for the others: at the highest dose activity change, positive = activation, usual class: activators; further: potency means the concentration at half of the fitted maximal effect; % of control where 0% means no effect; nearly all actives have a fitted effect of over 55% in size
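HEK293 cells carry an SMN2 minigene-luciferase reporter in which exon 7 inclusion puts luciferase in frame. Cells were seeded at 2000 cells/well, attached for 10-12 hours, then exposed to compounds for 30-36 hours at 37C before ONE-Glo luminescence.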
Numbers without * were called inactive; ? = inconclusive; nt = no result given; & = joins results of further samples; [ ] = another dose, or the depositor's remark. Unless noted, the call rests on the fitted dose curve; in most records, active means well fitted curve in the direction sought with a large enough effect; inconclusive means small, poorly fitted or top-dose-only effect, or another doubt; inactive means no such curve, though single readings can be large; an effect the other way counts as inactive or inconclusive. This is a random part of the collection, and some 4% of all compounds hit somewhere here.

SMILES	IMPase Li cell	HttQ103 aggreg	CBFb-RUNX1 inh	Luc counter	HTT cytoprotect	LMNA splice mod	SMN2 splice enh
Cc1cccc(C)c1OCC(O)CNS(=O)(=O)c1ccccc1C(=O)N1CCCCC1 (centres undefined)	13%	-6%	2%	5%	42%[10 µM]	?	-49%[inhibitor]
Cc1[nH]c2ccccc2c1C(=O)COc1ccccc1	6%	-18%[9.22 µM]	-3%	-5%	-15%[10 µM]	-4%[46 µM]	nt
COC(=O)[C@H](CC(C)C)NC(=O)N1CCCCC1	nt	-12%[9.22 µM]	6%	nt	1%[10 µM]	nt	nt
O=C(CCCn1c(=O)c2sccc2n(Cc2cc(=O)n3ccccc3n2)c1=O)NCc1ccco1	4%[38.3 µM]	-8%	8%	1%	20%[10 µM]	-4%	-8%
CCOC(=O)C1(CCc2ccccc2)CCN(C(=O)Cc2nonc2C)CC1	12%	-16%[9.22 µM]	9%	2%	-5%[10 µM]	?	3%
O=C(NCc1cccs1)C1CCN(C(=O)NCc2ccccc2)CC1	7%	-8%	-2%	-2%	30%[1.9 µM]	1%	-16%
COc1ccc(-c2c(C)n([O-])c3c([n+]2=O)CCCCC3)cc1OC	6%	-11%[9.22 µM]	10%	3%	-6%	21%[46 µM]	5%
CC(NC1CCCCC1)C(=O)NN=C(c1ccccc1)c1ccccc1 (centres undefined)	18%	-2%[9.22 µM]	2%	nt	-9%[10 µM]	nt	nt
COC(=O)CSc1nnc(CNC(=O)c2ccccc2F)n1-c1ccc(F)cc1	-5%	28%	-7%	0%	nt	nt	11%
COc1cc(CNc2ncn[nH]2)cc(Br)c1OC	2%[38.3 µM]	-7%	5%	0%	-10%	10%	-1%
CCSc1nnc(NC(=O)Cc2cc(OC)c(OC)c(OC)c2)s1	11%	-7%	14%	4%	17%[10 µM]	-20%[46 µM]	6%
COc1ccc(C=C2C(=O)c3ccccc3C2=O)cc1O	64%[activator]	0%	-21%	7.9µM*	-20%	nt	20%
COc1ccc(CCNC(=O)C2CCN(C(=O)N(C)C)CC2)cc1OC	10%[38.3 µM]	-9%	22%	1%	-13%[0.074 µM]	-4%	-1%
CC(/C=C1\N=C(SCc2ccccc2Cl)SC1=O)=C\c1ccccc1	3%[38.3 µM]	-3%	-4%	2%	7%	2%	9%
COc1ccc(OCC(=O)N/N=C(\CCC(=O)O)c2cccs2)cc1	-1%	26%	2%	2%	nt	nt	15%
CCn1c(SCc2nc3ccccc3c(=O)[nH]2)nnc1-c1ccncc1	4%[38.3 µM]	-9%	-1%	21%	8%	-6%	-14%
Cn1nnc(NC(=O)c2ccccc2)n1	-1%	-1%	10%	-2%	8%[10 µM]	-9%	12%
CCCn1c(=O)c2c(C(F)(F)F)cc(-c3cccs3)nc2n(CCC)c1=O	-1%	1%	0%	3%	nt	3%	-6%
CCCNC(=O)COc1ccc2c(=O)c(Oc3ccccc3F)coc2c1	6%	-10%	6%	-7%	-7%[10 µM]	-10%	-30%
O=C1Nc2ccccc2N(O)N1c1cc(-c2ccccc2Cl)no1	11%[38.3 µM]	3%	0%	0%	-34%	1%	3%
CC(C)(C)NS(=O)(=O)c1ccc(CCC(=O)NCc2ccc3c(c2)OCO3)cc1	0%	14%	-7%	2%	-13%[10 µM]	-15%	-46%[inhibitor]
CCC(C)[C@H](NC(=O)NCc1ccc(S(N)(=O)=O)cc1)C(=O)O (some centres undefined)	nt	9%[9.22 µM]	1%	nt	17%[10 µM]	nt	nt
CCSc1nnc(NC(=O)CN(C)S(=O)(=O)c2ccc(F)cc2)s1	-24%[38.3 µM]	7%	11%	0%	2%	-1%	-13%
O=C(O)CC1(CC(=O)Nc2ccc(Cl)cc2C(=O)c2ccccc2)CCCC1	nt	6%[9.22 µM]	3%	nt	-1%[10 µM]	nt	nt
Cc1ccccc1NC(=O)NC1(C(=O)N2CCOCC2)CCCCC1	1%	-7%[9.22 µM]	5%	2%	0%[10 µM]	11%[46 µM]	nt
Cc1ccc(S(=O)(=O)N(C)c2ccc(OCC(=O)Nc3cccc(-n4cnnn4)c3C)cc2)cc1	nt	-18%[9.22 µM]	5%	nt	10%[10 µM]	nt	nt
O=C(CN1CCN(S(=O)(=O)c2ccc(Cl)cc2)CC1)Nc1ccc2c(c1)OCCO2	0%[38.3 µM]	5%	2%	-1%	4%[0.074 µM]	-1%	-10%
CC(C)(C)NC(=O)CN(C(=O)CS(=O)CC(=O)Nc1ccc(F)cc1)c1ccccc1F (centres undefined)	13%	-3%[9.22 µM]	-8%	-9%	1%[10 µM]	5%[46 µM]	nt
CCOC(=O)c1ccc(-c2ccc(/C=C(\C#N)C(=O)NCC3CCCO3)o2)cc1 (centres undefined)	0%[38.3 µM]	7%	7%	-8%	5%	?	12%
COc1ccc(OC)c(NC(=O)CNC(=O)c2cccs2)c1	-10%[38.3 µM]	1%[9.22 µM]	3%	4%	1%	1%	4%
COc1cccc(-n2nnc3c(=O)n(Cc4ccc(C)cc4)cnc32)c1	3%[38.3 µM]	-7%	13%	-1%	-27%[0.074 µM]	-18%	4%
CCOC(=O)N1CCC(NC(=O)c2cc3ccccn3n2)CC1	-1%[38.3 µM]	-8%	1%	-1%	-12%	-1%	-5%
CCCc1cnc(N2CCN(C(=S)NC)CC2)nc1	nt	-6%[9.22 µM]	10%	nt	4%[10 µM]	22%[46 µM]	nt
COC(=O)c1ccc(OC(=O)CCN2c3ccccc3Sc3ccccc32)cc1	-9%	-6%	3%	-1%	33%[1.9 µM]	-10%	9%
O=C(C1CCCO1)N1CCC(c2nc3ccccc3[nH]2)CC1 (centres undefined)	5%[38.3 µM]	-29%	1%	1%	-14%	-7%	4%
Cc1cc(N=Cc2c(O)n(-c3ccc(C)c(C)c3)c(=O)c3ccccc23)no1	4%	-23%	4%	-2%	-22%[10 µM]	?	-25%
CC(C)c1[nH]nc2c1C(C1C=CCCC1)C(C#N)=C(N)O2 (centres undefined)	nt	-6%[9.22 µM]	-8%	nt	-22%[10 µM]	?	nt
O=C1N=C2SCCN2/C1=C\c1ccccc1Cl	5%[38.3 µM]	0%	-1%	-4%	-17%	2%	1%
CCOC(=O)c1cc2sccc2n1CC(=O)N1CCc2ccccc21	33%[38.3 µM]	-4%	-1%	2%	-8%	?	30%
COc1ccc(CNC(=O)C(c2ccc(C)o2)N(C(=O)c2csnn2)c2ccc(C(C)C)cc2)cc1 (centres undefined)	47%[activator][38.3 µM]	?	-1%	-2%	-21%	-13%	?
CN(C)CCNCCN	-8%	nt	nt	-1%[7.66 µM]	5%[10 µM]	nt	-7%[9.22 µM]
O=C1c2ccccc2C(=O)N1OCc1c(F)cccc1Cl	-6%	2%[9.22 µM]	-1%	-3%	-19%	nt	-5%
CCN(CC(=O)Nc1cccc(OC)c1)c1ncnc2sc(C)c(C)c12	20%	-32%	6%	2%	12%[1.9 µM]	?	-75%[inhibitor]
N#Cc1cccc(NC(=O)COC(=O)c2ccccc2C(=O)c2ccc(Cl)c([N+](=O)[O-])c2)c1	19%	?	8%	5%	-1%[10 µM]	?	-115%[inhibitor]
CCCc1nnc(NC(=O)CN2C(=O)c3ccccc3C2=O)s1	42%[38.3 µM]	21%	-21%	2%	7%	1%	1%
Cc1ccc(Nc2ncc(C(=O)NCCCN3CCN(C)CC3)c3ccccc23)cc1Cl	15%	-29%	8%	0%	-125%[inhibitor]	-22%[46 µM]	-39%[inhibitor]
Cn1c(=O)[nH]c(=O)c2c1nc(Br)n2CCCSc1nc2ccccc2o1	-3%[38.3 µM]	12%	6%	-1%	-1%[10 µM]	23%	-54%[inhibitor]
COc1ccc(/C=N/S(=O)(=O)c2cccs2)cc1	8%[38.3 µM]	?	3%	-6%	5%	-8%	-12%
COC(=O)c1ccc(C(=O)OC)c(NC(=S)N2CCN(c3ccccc3F)CC2)c1	6%	11%	-2%	3%	nt	3%	-30%
Cc1nn(-c2ccccc2)cc1C(=S)Nc1ccccc1	-5%	?	-8%	-1%	nt	?	23%
C=CCn1c(C)cc(-c2csc(NCC)n2)c1C	40%[activator]	?	-9%	-10%	-48%[inhibitor]	nt	nt
CCOC(=O)c1ccccc1NC(=O)CSc1nnc(C(C)C)n1CC	12%	-20%	2%	0%	-5%[10 µM]	0%	-33%[inhibitor]
Cc1onc(CO)c1C(=O)Nc1nccs1	0%	-15%	13%	10%	-26%	nt	8%
CCN1CCN(C(c2ccc(OC)cc2)C(O)C(=O)c2c[nH]c3ccccc23)CC1 (centres undefined)	-9%[38.3 µM]	16%	-5%	-4%	-11%	-2%	14%
c1csc(Cc2nn3c(-c4n[nH]c5c4CCC5)nnc3s2)c1	33%[38.3 µM]	-14%	-16%	-1%	-22%[0.074 µM]	-15%	?
CCCCC[C@H](O)/C=C/[C@@H]1[C@@H](C/C=C\CCCC(=O)O)[C@H]2CO[C@@H]1C2	-13%&11%&10%	21%	7%&16%&25%	-1%&1%	13%	?	-4%&11%&-26%
Cc1cccc(C)c1NC(=S)N(Cc1ccco1)C1CCN(C(C)C)CC1	-3%	?	3%	-1%	-5%[10 µM]	-6%	20%
CCOc1cc(C(=O)Nc2ccc(NC(C)=O)cc2)ccc1OCC(=O)N1CCCCC1	-2%	19%	-7%	1%	-18%[10 µM]	-15%	0%
CC(C(N)=O)N1C(=O)C2C3C=CC(C3)C2C1=O (centres undefined)	-2%[38.3 µM]	-10%	8%	-1%	19%[1.9 µM]	9%	-3%
CC(C)(C)c1ccc(C(=O)NC(=S)NCc2cccnc2)cc1	21%	3%	?	-1%	nt	?	-40%[inhibitor]

Source: PubChem
